High-throughput results (PubChem)
PAFAH2 FP inh = inhibitors of human PAFAH2; hit rate 0.99% among 340,000; Q99487; inhibition, % at 3.39 µM; AID 492956; recombinant PAFAH2, FP-rhodamine activity probe, fluorescence polarization;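 active = inhibition above the mean over all tested compounds plus 3 SD, cut at about 30% in these data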;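 also: inhibitors block probe labeling of enzyme so polarization drops; 0% = enzyme with DMSO and 100% = wells lacking PAFAH2 protein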
ZTA counter = counter-screen for EBNA-1 inhibitors: inhibitors of Epstein-Barr virus ZTA; inhibition, % at 11 µM; ZTA-DNA binding, fluorescence polarization; hit rate 0.15% among 320,000; in the data active = inhibition above about 33%
LYPLA2 counter = counter-screen for PME1 inhibitors: inhibitors of human LYPLA2 | AID 2177 | recombinant LYPLA2, FP-Rh probe fluorescence polarization | inhibition, % at 5.9 µM | O95372 | hit rate 0.38% among 320,000;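 active = inhibition above the screen-wide mean plus 3 SD, limit set per campaign, cut at about 26% in these data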;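 also: 0% = LYPLA2 with DMSO and 100% = wells lacking LYPLA2 enzyme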
PREPL inh = inhibitors of human prolyl oligopeptidase-like enzyme PREPL; AID 2751; Q4J6C6; hit rate 0.68% among 320,000; recombinant PREPL, fluorescence polarization activity-based probe; inhibition, % at 5.96 µM; in the data active = inhibition above about 43%;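 also: 0% = enzyme with DMSO and 100% = wells lacking enzyme; many of its hits are not listed in these tables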
Target sequence (Q4J6C6 whole entry, looked up): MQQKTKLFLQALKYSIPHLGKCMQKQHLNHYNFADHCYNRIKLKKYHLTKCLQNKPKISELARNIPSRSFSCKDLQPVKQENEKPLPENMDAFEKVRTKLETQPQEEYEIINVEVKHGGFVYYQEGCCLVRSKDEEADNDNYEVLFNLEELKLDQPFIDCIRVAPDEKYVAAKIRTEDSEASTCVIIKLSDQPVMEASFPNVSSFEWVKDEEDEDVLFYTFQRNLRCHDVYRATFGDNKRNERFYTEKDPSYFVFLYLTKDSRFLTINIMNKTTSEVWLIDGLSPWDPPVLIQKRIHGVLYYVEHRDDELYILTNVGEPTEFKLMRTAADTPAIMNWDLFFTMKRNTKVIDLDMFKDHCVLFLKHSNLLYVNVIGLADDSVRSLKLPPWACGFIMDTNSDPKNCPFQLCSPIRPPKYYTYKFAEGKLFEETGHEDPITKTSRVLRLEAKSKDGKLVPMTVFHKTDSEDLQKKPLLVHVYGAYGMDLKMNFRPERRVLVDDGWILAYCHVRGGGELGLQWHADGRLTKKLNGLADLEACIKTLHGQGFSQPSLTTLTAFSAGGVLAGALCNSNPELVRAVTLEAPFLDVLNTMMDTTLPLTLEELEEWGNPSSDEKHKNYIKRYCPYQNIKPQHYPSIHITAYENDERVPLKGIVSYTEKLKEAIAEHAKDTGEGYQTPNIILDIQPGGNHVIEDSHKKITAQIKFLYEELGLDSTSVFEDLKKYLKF
PAFAH1B3 FP inh = blocks human PAF acetylhydrolase 1B catalytic subunit 3. inhibition, % at 3.39 µM. recombinant PAFAH1B3, FP-rhodamine probe, fluorescence polarization. hit rate 0.28% among 340,000. AID 492972;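 active = inhibition above the screen-wide average of all tested compounds plus 3 SD, cut at about 25% in these data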;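 also: 0% = enzyme with DMSO only and 100% = wells lacking PAFAH1B3 protein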
LYPLA1 inh = counter-screen for PME1 inhibitors: inhibitors of human LYPLA1; O75608; recombinant LYPLA1, FP-Rh probe fluorescence polarization; inhibition, % at 5.9 µM; hit rate 0.16% among 320,000; AID 2174;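 active = inhibition above the mean of all tested compounds plus 3 SD, set per campaign, cut at about 14% in these data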;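 also: inhibitors block serine hydrolase probe labeling of LYPLA1 so polarization falls; 0% = enzyme with DMSO and 100% = wells lacking LYPLA1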
PAFAH1B2 inh = PAFAH1B2 (human) inhibition. recombinant PAFAH1B2, FP-rhodamine activity probe, fluorescence polarization. hit rate 1.2% among 340,000. P68402. inhibition, % at 3.39 µM;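 active = inhibition above the mean of all tested compounds plus 3 SD, cut at about 24% in these data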;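 also: 0% = enzyme with DMSO and 100% = wells lacking PAFAH1B2; many of its hits are not listed in these tables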
pPAFAH inh = pPAFAH (human) enzyme inhibition | Q13093 | recombinant pPAFAH, FP-rhodamine probe fluorescence polarization | inhibition, % at 3.39 µM | hit rate 1.5% among 330,000;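 active = inhibition above the mean inhibition across the screen plus 3 SD, cut at about 25% in these data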;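 also: inhibitors block binding of the rhodamine activity-based probe so polarization drops; 0% = enzyme with DMSO and 100% = wells lacking pPAFAH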
EBNA-1 inhibitor = blocks EBNA-1 binding to DNA. EBNA-1 DNA binding, fluorescence polarization. inhibition, % at 14.8 µM. hit rate 0.34% among 300,000; in the data active = inhibition above about 28%
* hit, by the source's call; . = not tested or not shown. Some of the compounds tested; the hit share may differ from the screen's.

Structure	PAFAH2 FP inh	ZTA counter	LYPLA2 counter	PREPL inh	PAFAH1B3 FP inh	LYPLA1 inh	PAFAH1B2 inh	pPAFAH inh	EBNA-1 inhibitor
CC(C)C(O)C1CCN(Cc2nc(Cc3ccccc3Cl)no2)CC1 (centres undefined)	0	-14	2	4	-6	-3	6	1	8
COc1ccc(C)cc1S(=O)(=O)NC(C)c1cnn(-c2ccccn2)c1C (centres undefined)	0	-4	14	0	1	4	-3	7	6
CCOC(=O)c1c(NC(C)=O)sc2c1CCC(C=O)=C2Sc1ccccc1	6	0	1	16	-2	-4	-23	4	-9
CCOc1cc(C)c(S(=O)(=O)NC2CC(C)(C)NC(C)(C)C2)cc1C	2	-8	-2	2	3	-5	1	-8	-9
CN(CCc1ccccn1)C(=O)CCC1CCCN(C(=O)c2n[nH]c3c2CCCC3)C1 (centres undefined)	4	-6	-3	1	10	-2	-3	5	-14
CN(C)CCCOC(=O)COc1ccc(Br)cc1	3	-12	-2	-9	7	2	9	-4	-9
CCc1nnc(NC(=O)CCC(=O)NCCc2ccccc2)s1	5	9	4	-5	9	1	3	1	3
CCO[C@H]1OC(C(=O)N2CCN(Cc3ccccc3)CC2)=C[C@@H](C2CCCCC2)[C@@H]1CCCO	0	1	1	13	0	0	4	10	8
COc1cccc(C(=O)C2CCCN(C(=O)c3ccc(C#CC(C)(C)O)cc3)C2)c1 (centres undefined)	-6	2	-7	-2	9	-4	1	13	1
N#CCC(=O)Nc1ccc(C(=O)OCC(=O)Nc2ccccc2Sc2ccccc2)cc1	.	16	2	-51	.	-13	.	71*	3
COc1ccc(/C=C2\SC(=O)N(CCC(=O)NCCCn3ccnc3)C2=O)cc1	-4	0	7	15	6	2	2	1	-6
C=CC[C@@H](CC(=O)N[C@H](CO)Cc1ccccc1)C(=O)N[C@@H](COC(=O)[C@@H](CC=C)Cc1ccc(F)cc1)Cc1c[nH]c2ccccc12	-8	.	.	9	2	.	-2	5	.
CCOC(=O)C1CCN(C(=O)COC(=O)CSc2ccc(C(N)=O)cc2[N+](=O)[O-])CC1	5	4	20	0	-6	2	0	7	-6
O=C1C=C(Nc2ccc(Cl)cc2)CC(c2ccccc2)C1 (centres undefined)	7	3	-8	2	-2	-6	2	13	2
CC(=O)c1ccc(S(=O)(=O)Nc2ccc(-c3ccc4nnc(C)n4n3)cc2)cc1	3	-3	-3	14	-1	-5	6	11	-2
CCc1cc2c(NCC3CCCO3)ncnc2s1 (centres undefined)	-2	-7	2	2	0	0	5	3	6
CC(C)(C)OC(=O)N1CCC(c2cc(=O)n3[nH]c(-c4ccc(Cl)cc4)cc3n2)CC1	11	22	0	0	6	1	9	6	15
CCC(=O)NNc1nc2c(Cl)cccc2s1	-1	3	12	-3	17	2	10	9	5
CCOC(=O)c1c(C)c(C(=O)NCCc2ccccc2)c(C)n1C	7	6	5	5	-3	0	7	9	-3
CCCCc1nc2ccccc2c(C(=O)O)c1C	9	-1	7	0	0	3	3	5	7
O=C1/C(=C/c2cccs2)SC(=S)N1c1ccccc1	-3	-11	1	10	6	-3	-1	-1	-17
O=C(O)c1cccc(N/N=C/c2cn(-c3ccccc3)nc2-c2cccs2)c1	26	-14	-2	8	18	-2	-1	3	-6
CC(C)(C)N1CC(C(=O)Nc2ccc(S(=O)(=O)N3CCCCC3)cc2)CC1=O (centres undefined)	4	7	-1	-1	3	0	5	3	-9
CC(=O)Nc1ccc(C(=O)N2CCc3cc4c(cc3C2C)OCCCO4)cc1 (centres undefined)	7	-4	7	8	9	3	-4	3	3
COc1ccc(C(CNC(=O)c2ccc(S(=O)(=O)N3CCCC3)cc2)N2CCOCC2)cc1 (centres undefined)	3	-1	0	8	-6	-1	3	1	-6
COc1ccc(OCCNC(=O)c2ccc(C)cc2)cc1	12	-9	2	-8	5	-4	0	2	14
CC(C)n1nc(C(=O)Nc2cccc(S(=O)(=O)N3CCCCC3)c2)c2ccccc2c1=O	-3	10	-7	-4	-7	-11	1	-1	.
CCOC(=O)C1CCN(Cc2ccc(OC)c(OCc3ccccc3)c2)CC1	-2	-8	3	4	8	-2	5	3	-5
CCCC1=Nc2cc(C(=O)N3CCN(c4ccccn4)CC3)ccc2Sc2ccc(C)cc21	8	2	-7	8	-3	-4	-2	12	-3
CCOc1ccc(S(=O)(=O)N2CCCC(C(=O)N3CCN(CC)CC3)C2)cc1Cl (centres undefined)	-4	3	0	-4	-6	3	-1	0	-2
COc1ccc(CNC(=O)c2ccc(CS(=O)(=O)c3ccc(C)cc3)o2)cc1	5	-11	3	7	5	2	5	7	-1
c1ccc(-c2cc3ncccc3cn2)cc1	-9	13	-5	-6	12	-3	-1	-3	.
CC1CCCCN1C(=O)c1ccc(C(=O)Nc2ccc(F)cc2)cc1 (centres undefined)	2	8	4	-2	0	-2	6	1	12
COc1cccc(S(=O)(=O)Nc2cccc(C(=O)N3CCCCCC3)c2)c1	10	-2	-1	-9	1	-1	7	0	4
O=C1c2ccncc2C(=O)N1C1CCCCC1	-4	-4	3	7	5	3	1	6	8
O=C(CNC(=O)Cc1ccccc1)NCc1cccc(C(F)(F)F)c1	6	8	-3	-2	7	-2	3	-1	0
CC(=O)c1ccc(N2CCN(c3ccc(C(F)(F)F)cn3)CC2)cc1	-1	30	46*	19	7	1	2	10	15
COc1cc2c(cc1NC(=O)c1cccc([N+](=O)[O-])c1)oc1ccccc12	1	-8	-2	15	-6	-1	-3	-6	-13
Cc1ccc(NC(=O)c2noc3c2CCCCC3)cc1C	3	-11	0	3	0	0	1	-2	6
CC(Oc1ccc(Br)cc1)C(=O)N1CCc2ccccc21 (centres undefined)	-4	-8	-1	1	0	4	1	-7	-13
O=C(CNC(=O)c1ccco1)Nc1cc(Cl)ccc1N1CCOCC1	-7	11	-2	7	4	-3	-4	-2	-13
Cc1cc(C)nc(N(C#N)Cc2ccccc2Cl)n1	2	13	0	-4	11	0	0	4	10
C=CC[C@@H](CC(=O)OC(C)(C)C)C(=O)OC[C@@H]1CCCN1C(=O)[C@@H](CC=C)CC(=O)N(CCO)Cc1ccccc1	3	.	.	14	7	.	6	5	.
Cc1ccc2cc(CCNC(=O)C(C)C)c(=O)[nH]c2c1	1	6	1	-2	10	1	3	7	-2
Cc1ccc2c(c1)CCCN2C(=O)c1ccco1	4	2	4	13	-3	3	2	-1	-1
Cc1ccc(-c2ocnc2C(=O)N2CCN(C(=O)c3cccs3)CC2)cc1	2	-3	-7	13	5	-5	13	-1	-10
O=C(Cc1ccc(S(=O)(=O)N2CCCC2)s1)Nc1cccc([N+](=O)[O-])c1	2	.	.	18	3	.	-2	9	.
CCOC(=O)CN1C(=O)C(=O)N(Cc2ccccc2)C1=O	-3	-5	-4	6	1	-5	2	-3	-6
O=C(CSc1ccc(-c2ccco2)nn1)Nc1ccccc1F	2	-7	-1	-7	10	0	0	9	-1
NS(=O)(=O)c1ccc(NC(=O)CSc2ccccc2)cc1	7	-24	11	2	10	5	11	1	-8

Other compounds:
Structure	PAFAH2 FP inh	ZTA counter	LYPLA2 counter	PREPL inh	PAFAH1B3 FP inh	LYPLA1 inh	PAFAH1B2 inh	pPAFAH inh	EBNA-1 inhibitor
O=C(Nc1ccncc1)C1CCCN(S(=O)(=O)c2cccc3cccnc23)C1 (centres undefined)	-2	-10	-6	-1	9	-1	11	-3	-2
CSc1nnc(Nc2ccccc2C)s1	-5	3	4	5	6	-2	-4	0	0
CCSc1nc2ccccc2c(=O)n1OCC(=O)OC	-3	21	-1	-1	8	-2	0	0	4
Cc1ccccc1NC(C)C(=O)N/N=C/c1c[nH]c2ccccc12 (centres undefined)	0	-8	0	10	-1	0	-3	2	-5
O=Nc1c(O)n(Cc2cccc(C(F)(F)F)c2)c2ccccc12	-23	-13	-14	-4	-40	-10	-15	-13	-3
C[C@]12CCC(=O)CC1=CCC1C3CC=C(C#N)[C@@]3(C)CC[C@@]12O (some centres undefined)	1	-2	10	3	-3	1	4	3	-14
CC(C)C(=O)c1cc2c(cc1NC(=O)c1cccs1)OCCO2	-8	0	-2	-9	1	-3	-1	6	-8
CN1CCN(C(=O)/C(=C/c2ccc([N+](=O)[O-])cc2)NC(=O)c2ccccc2)CC1	-3	10	0	9	-2	1	3	9	12
CCOC(=O)c1c(CSc2cccs2)n(C)c2cc(Br)c(O)c(CN(C)C)c12	-2	-23	9	11	-1	2	4	1	-4
Cc1cccc(OCCNc2cc(N3CCN(C)CC3)ccc2[N+](=O)[O-])c1	6	14	-2	13	5	-5	1	7	-10
C#CCOCCOCCOCCNc1nc(N2CCN(C(=O)CCCCCCCCCCNC(=O)[C@@H](CCC(=O)O)n3cc(CCCCCN)nn3)CC2)nc(N2CCN(C(=O)CCCCCCCCCCNC(=O)[C@H](CO)n3cc(CCCSC)nn3)CC2)n1	-4	-32	1	19	-2	-4	-4	15	2
CCOC(=O)c1cnc2cc(-c3ccc(Br)cc3)nn2c1C	2	-9	9	2	5	0	-3	-6	-7
CCCc1nn(C)c(C(=O)Nc2cccc(C)c2)c1Cl	-2	-7	-2	13	-7	2	4	5	-2
COCc1ccc(C(=O)N2CCCC(N3CCN(c4ccc(F)cc4)CC3)C2)o1 (centres undefined)	0	7	3	7	1	2	-5	2	14
N/C(=N\OC(=O)COc1ccc(Br)cc1Cl)c1ccccn1	10	74*	10	8	-2	-5	3	1	-13
CC(=O)c1ccc(NC(=O)CCC(=O)OCC(=O)c2cccc([N+](=O)[O-])c2)cc1	-3	-3	-4	-3	0	2	0	0	1
